Source: PubChem BioAssay (several laboratories)
HIF-2a inh = blocks HIF-2a reporter activity | 786-0 RCC cells HIF-2a reporter, luciferase luminescence, overnight | inhibition, % at 18.8 µM | 360,000 compounds, 0.72% hits | AID 624352;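 active means inhibition of the luminescence signal of 40% or more relative to plate controls, in a single-dose primary screen at 18.75 µM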
HTR2A ag = activates the mouse 5-HT2A serotonin receptor. activation, % at 7.6 µM. P35363. CHO-K1 mHTR2A beta-arrestin complementation, luminescence; percent of 30 µM serotonin response. AID 624169. 360,000 compounds, 0.66% hits;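 active means activation above a run cutoff, the mean activation of all tested compounds plus 3 SD, cut at about 14% in these data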;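 further: 0% = plate median of compound wells and 100% = 30 µM serotonin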
H9c2 protect = myocardial damage modulation in H9c2 cells | protection from H2O2 cell death, % at 20 µM | 360,000 compounds, 0.63% hits | H9c2 cardiomyocytes, H2O2 injury protection, ATPLite, 2 h;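 active means compounds giving at least 50% protection of heart cells from peroxide-induced death in the single-dose screen, raw or plate-pattern-corrected value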;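 further: 0% = DMSO wells with peroxide and 100% = DMSO wells without peroxide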
PDI turbidity = blocks human protein disulfide isomerase activity; P07237; PDI insulin aggregation turbidity, A650, 90 min; inhibition, % at 10 µM; 350,000 compounds, 0.052% hits; AID 588391;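 active means mean inhibition across replicates of 30% or more, whatever share of single replicates reach that level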;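 further: absorbance from insulin aggregation driven by PDI reduction with DTT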
Target sequence (P07237 whole entry, looked up): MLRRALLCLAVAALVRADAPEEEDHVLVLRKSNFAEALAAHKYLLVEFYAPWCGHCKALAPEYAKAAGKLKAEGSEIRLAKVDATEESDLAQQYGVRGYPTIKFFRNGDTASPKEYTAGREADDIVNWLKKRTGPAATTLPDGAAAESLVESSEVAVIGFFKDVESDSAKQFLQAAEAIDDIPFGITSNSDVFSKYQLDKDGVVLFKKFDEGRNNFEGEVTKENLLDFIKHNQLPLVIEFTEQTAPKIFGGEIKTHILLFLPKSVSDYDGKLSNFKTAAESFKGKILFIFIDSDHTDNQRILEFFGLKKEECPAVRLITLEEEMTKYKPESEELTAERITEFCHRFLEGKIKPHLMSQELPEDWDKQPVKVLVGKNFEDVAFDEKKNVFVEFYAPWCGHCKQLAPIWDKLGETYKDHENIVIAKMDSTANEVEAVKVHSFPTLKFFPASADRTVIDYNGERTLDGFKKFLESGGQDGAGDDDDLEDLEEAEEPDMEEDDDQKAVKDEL
Shn3 inh set2 = inhibitors of Schnurri-3 3'UTR reporter in osteoblasts; AID 588674; 360,000 compounds, 0.52% hits; inhibition, % at 12.5 µM; Clone20 osteoblast Shn3 3'UTR firefly luciferase, 24 h;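 active means mean inhibition of at least 75% with every replicate also reaching 75%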;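 further: 0% = median of neutral control wells and 100% = pilot-screen positive control compound; some compounds past the cut are filed as inactive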
NR2E3 ag-1 = activates human NR2E3 receptor; 360,000 compounds, 0.35% hits; CHO-S Gal4-NCOR/VP16-NR2E3 two-hybrid, luciferase; AID 602229; Q9Y5X4; inhibition of corepressor binding, % at 3.98 µM;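 active means inhibition above the mean of all tested compounds plus 3 SD, cut at about 70% in these data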;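 further: 0% = DMSO with NR2E3 transfected cells and 100% = cells lacking NR2E3 construct; higher means lower luciferase signal from less NR2E3 corepressor binding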
Target sequence (Q9Y5X4 whole entry, looked up, the tested form may be a part): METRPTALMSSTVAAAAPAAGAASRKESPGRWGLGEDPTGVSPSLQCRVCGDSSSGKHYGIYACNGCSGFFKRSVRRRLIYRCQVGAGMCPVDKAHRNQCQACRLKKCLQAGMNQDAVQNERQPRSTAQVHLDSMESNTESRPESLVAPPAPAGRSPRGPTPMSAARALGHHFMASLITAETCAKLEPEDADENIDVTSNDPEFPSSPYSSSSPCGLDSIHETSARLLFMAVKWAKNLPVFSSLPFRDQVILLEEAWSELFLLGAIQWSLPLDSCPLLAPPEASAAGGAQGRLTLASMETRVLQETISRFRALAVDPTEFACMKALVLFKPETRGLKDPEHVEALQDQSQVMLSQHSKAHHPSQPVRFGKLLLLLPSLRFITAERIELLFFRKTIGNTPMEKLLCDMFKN
NR2E3 ag-2 = activates human photoreceptor nuclear receptor NR2E3; Q9Y5X4; GST-NR2E3/biotin-RetCOR TR-FRET, 1536-well; inhibition of corepressor binding, % at 4.78 µM; 320,000 compounds, 0.12% hits; AID 2300;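 active means percent inhibition above the cutoff of mean plus 3 SD of all tested compounds, set per screening campaign, cut at about 20% in these data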;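 further: 0% = DMSO wells and 100% = biotin wells as full block of FRET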
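Material: NR2E3–RetCOR corepressor complex | Quantity: 1.35 nM GST-tagged NR2E3 final | Schedule: 5 h at 4 °C | Replication: Singlicate compound wells | Reagent: RetCOR corepressor, biotinylated, 7 nM | Controls: Biotin wells as high control, 0.6% DMSO wells as low control | Signal: TR-FRET, Eu(K)-anti-GST donor, streptavidin-D2 acceptor, ex 340, em 617/671 nm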
Peg3 prom inh = Peg3 promoter activity inhibition | HeLa PEG-Prom luciferase reporter, luminescence, overnight | inhibition, % at 20 µM | 360,000 compounds, 1.7% hits | AID 588405;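 active means inhibition of at least 50% at 20 µM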
CaV13 FRET inh = Disruptors of the CACNA1D IQ motif to Ca2+-dependent inactivation inhibitor domain association, primary screening, Förster resonance energy transfer in intact living …. AID 743397. HEK cells, CFP/YFP FRET ICDI-IQ, plate reader, 10 min; percent FRET-ratio fall versus neutral wells. inhibition, % at 12.3 µM. 340,000 compounds, 0.098% hits;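 active means mean replicate inhibition of at least 30% and at least 1% of replicates passing that level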;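 further: 0% = median of the neutral control wells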
hiPSC survival = hiPSC single-cell survival enhancement | ATPlite luminescence; 100% = ROCK inhibitor wells, 0% = DMSO | survival enhancement, % at 20 µM | 360,000 compounds, 0.044% hits; in the data active means survival enhancement above about 18%;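 further: cells exposed to compounds for 16 hours before the ATP read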
MITF TRPM1 inh = inhibitors of MITF-driven TRPM1 promoter in melanoma cells; SK-MEL-5 TRPM1 promoter luciferase, 24 h; inhibition, % at 12.5 µM; 330,000 compounds, 0.83% hits; AID 488899;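 active means mean inhibition across replicates of 60% or more, whatever share of single replicates reaches that level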; further: values of inactives mirror those of a sister screen read the other way
The depositor's hits bear a star; nt = no result given. Hits appear at their usual frequency; any-hit rate near 3.9%.

A first look (2 entries):
SMILES	HIF-2a inh	HTR2A ag	H9c2 protect	PDI turbidity	Shn3 inh set2	NR2E3 ag-1	NR2E3 ag-2	Peg3 prom inh	CaV13 FRET inh	hiPSC survival	MITF TRPM1 inh
Cc1ccc(CN2CCN(Cc3cc(=O)c4ccccc4[nH]3)CC2CCO)o1 (stereo unspecified)	10.1	-6.1	1.3	9.2	0.6	-17.1	2.9	2.5	-6.9	0.6	-3.0
CC(=O)Nc1ccc(NC(=O)C(C)OC(=O)c2ccc(S(=O)(=O)N3CCCCC3)cc2)cc1 (stereo unspecified)	-0.7	-2.2	-5.8	12.9	16.1	7.9	nt	1.1	-9.7	-0.9	-3.6

The list itself, repeating the preview:
SMILES	HIF-2a inh	HTR2A ag	H9c2 protect	PDI turbidity	Shn3 inh set2	NR2E3 ag-1	NR2E3 ag-2	Peg3 prom inh	CaV13 FRET inh	hiPSC survival	MITF TRPM1 inh
Cc1ccc(CN2CCN(Cc3cc(=O)c4ccccc4[nH]3)CC2CCO)o1 (stereo unspecified)	10.1	-6.1	1.3	9.2	0.6	-17.1	2.9	2.5	-6.9	0.6	-3.0
CC(=O)Nc1ccc(NC(=O)C(C)OC(=O)c2ccc(S(=O)(=O)N3CCCCC3)cc2)cc1 (stereo unspecified)	-0.7	-2.2	-5.8	12.9	16.1	7.9	nt	1.1	-9.7	-0.9	-3.6
CCCC(C(=O)NC1=NCCS1)c1ccccc1 (stereo unspecified)	6.0	-3.4	11.4	4.6	-3.7	-0.3	-1.2	-1.7	-5.9	0.9	-7.9
Cc1cccc(NC(=O)c2cccc(S(=O)(=O)N3CCc4ccccc4C3)c2)n1	-2.5	-3.7	1.1	1.8	-2.6	-9.5	-0.3	22.8	-1.9	-0.3	-4.6
Cc1cc(C(=O)CN2C(=O)c3ccccc3C2=O)c(C)n1C1CC1	-78.6	-2.5	-0.2	7.5	-47.5	-48.2	0.2	-77.0	-7.4	8.9	-34.6
CC(Oc1ccc2c(-c3ccccc3)cc(=O)oc2c1)C(=O)NC(Cc1c[nH]c2ccc(O)cc12)C(=O)O (stereo unspecified)	3.7	-3.2	-1.4	nt	7.3	6.0	1.3	-6.6	nt	4.0	12.7
N/C(=N\OC(=O)/C=C/c1ccccc1)c1cccnc1	-188.0	6.2	-12.6	4.9	-90.8	-96.0	2.1	-175.7	-13.9	-0.6	-55.7
NC(=O)C(c1ccc(F)cc1)c1ccc(C(=O)c2ccccc2)cc1 (stereo unspecified)	10.9	-1.1	-5.7	-0.5	16.4	11.7	-0.4	40.9	-20.9	-0.2	16.5
CC(C)(C)c1nc(N)nc(=O)[nH]1	22.4	0.2	6.7	-1.6	2.6	14.9	-3.4	4.0	7.3	0.3	-1.5
CC(C)CNC(=O)CCc1nc(-c2ccccc2)no1	1.4	-3.9	-1.3	0.6	-13.4	20.3	-2.2	-12.5	-6.4	2.0	9.0
CCc1cc2cccc(C)c2nc1SCC(=O)NC1CCCC1	5.7	-3.2	-6.6	12.2	-9.2	-2.7	1.4	26.0	-4.5	-0.7	4.4
CCOc1ccc(/C=N/NC(=O)NC23CC4CC(CC(C4)C2)C3)cc1O	26.9	-7.2	6.0	2.9	9.7	-6.3	3.8	33.4	-8.3	-0.2	-19.1
CCOC(=O)c1ncn2c1C(=O)OC2(C)C	11.2	2.4	3.7	-2.8	-6.0	-11.9	-2.7	8.1	-6.4	-1.3	2.3
Cc1nc2c(-c3ccc(F)cc3)c(C)nn2c(C)c1CCC(=O)N1CCOCC1	29.0	-4.4	0.2	-13.7	11.0	-7.9	1.6	11.6	-5.4	2.1	nt
CSc1ccccc1NC(=O)CSCc1ccc(Br)cc1	-9.2	6.1	-9.5	10.1	-1.2	11.8	5.3	8.5	-9.9	-0.9	-14.9
CC(=O)Nc1ccc(SCC(=O)OCC(=O)NC(=O)NCCC(C)C)cc1	9.6	3.6	18.0	2.4	-4.6	5.8	-1.3	-3.3	-4.7	0.7	7.2
C[C@H](CO)N1C[C@H](C)[C@@H](CN(C)S(=O)(=O)c2cccs2)Oc2ccc(NC(=O)Nc3ccccc3)cc2C1=O	3.9	-0.3	67.5*	4.5	7.6	-44.1	nt	29.0	-5.0	0.8	-0.3
CN(C)c1nc(-c2ccccc2)cc(C(F)(F)F)c1C#N	8.2	-7.5	-0.8	-4.0	11.3	-7.2	6.0	-30.1	nt	0.9	5.9
COCCCNC(c1ccccc1)c1ccncc1 (stereo unspecified)	11.7	-0.5	-5.8	-6.5	-23.7	-13.4	0.0	-5.7	-3.8	1.0	14.4
COc1ccc(CCNCc2c(-c3ccccc3)n(C)c3ccccc23)cc1	13.1	-12.3	-16.9	-7.2	73.9	-29.4	2.2	23.0	-4.3	-0.6	-4.3
Cc1cc(Oc2nc3ccccn3c(=O)c2/C=C(\C#N)C(=O)NC2CCS(=O)(=O)C2)ccc1Cl (stereo unspecified)	-8.3	-1.2	-0.8	-10.4	7.5	-38.2	5.8	66.5*	-4.6	0.7	15.6
O=C(CSc1nnc(CNc2ccc(Cl)cc2)n1Cc1ccccc1)NCc1ccco1	-4.3	-7.3	-9.3	-8.0	5.5	-13.8	-2.4	14.4	-3.2	-0.3	5.5
COc1cc(OC)cc(-c2c(-c3cccs3)c3cc(-c4ccc5cc[nH]c5c4)ccc3n2C)c1	20.0	-1.7	-2.3	-8.0	3.3	-4.1	3.3	-2.7	-5.1	2.6	-6.1
CC1CCCN(C(=O)COc2ccc3c(c2)OCO3)C1 (stereo unspecified)	-97.6	7.6	2.0	0.4	-17.1	-39.5	5.0	-83.3	-5.2	0.0	-30.2
CCCCOc1ccc(Cl)cc1CSc1nncn1N	8.3	-7.1	-2.4	-5.4	-8.8	0.5	-0.8	1.0	-4.2	-0.5	2.7
CC(C)(C)NC(=O)C(c1ccc(O)cc1)N(C(=O)CCC(=O)Nc1nccs1)c1ccc(F)cc1 (stereo unspecified)	17.8	4.8	39.7	-8.5	-18.6	-4.5	-1.3	18.8	-4.1	-1.5	-1.6
CCC(C)(C)c1ccc(OC(=O)c2cccnc2Cl)cc1	-80.7	0.5	-7.6	-3.4	-20.9	-22.1	0.1	-147.6	-2.8	-0.4	-41.1
N#CC1(NC(=O)COc2ccc3oc4ccccc4c3c2)CCCCC1	-6.4	0.6	-5.6	8.5	-13.7	-51.3	-2.8	7.4	-3.3	-0.8	-12.7
CC1(C)CC(NC(=O)COc2ccc([N+](=O)[O-])cc2)CC(C)(C)N1	10.6	-1.2	4.1	4.3	-6.5	-2.1	3.8	15.6	12.9	0.3	-11.2
Cc1cc(NS(=O)(=O)c2ccc(NS(=O)(=O)c3ccc(Br)cc3)cc2)no1	8.6	-2.8	1.9	11.3	10.3	-12.9	10.6	7.4	nt	-0.2	-3.8
CCCCCN=C(C)c1c(O)c2ccccc2oc1=O	-233.3	1.6	-5.3	2.7	-55.9	-62.4	4.7	-248.1	0.9	0.3	-66.0
CC1CCN(CCCNC(=O)CN2C(=O)CSc3ccc(S(=O)(=O)N4CCC(C)CC4)cc32)CC1	11.8	-11.3	-6.3	-10.1	3.8	-5.2	5.8	-9.3	-5.4	-0.3	-2.6
COc1cc(/C=C2\N=C(c3ccccc3)OC2=O)ccc1OC(C)=O	9.7	-3.0	7.3	-16.0	-14.6	5.6	3.2	8.1	-20.0	-0.2	0.6
CCCCN1C(Nc2ccccc2)=NC[C@@H]1C	0.1	-1.1	-1.8	-3.0	6.5	9.3	2.0	1.0	-10.3	1.7	-19.1
O=C(c1ccco1)N1N=C(c2ccc3nccnc3c2)CC1c1ccccc1 (stereo unspecified)	-31.0	-1.1	3.2	-0.4	1.1	-15.6	3.2	-14.4	-2.7	1.8	-8.9
Oc1ccc(N2CCN(C(=S)NCc3ccccc3)CC2)cc1	4.4	-3.0	-4.4	1.7	47.5	-20.4	-1.1	22.9	-4.8	1.2	5.7
CCOC(=O)c1sc(NC(=O)CSc2nc3c(cc2C#N)CCCCC3)c(C#N)c1C	-89.3	-0.5	-26.3	4.5	-9.4	-13.8	2.1	-93.7	-0.6	-1.1	-3.9
CCN(C(=O)c1cc(S(=O)(=O)N2CCc3ccccc32)cn1C)c1ccccc1	0.2	-0.6	-4.5	nt	14.1	-43.0	2.4	8.6	-7.5	0.7	5.7
Cc1ccccc1NC(=O)c1ccc(CN(c2ccccc2)S(=O)(=O)c2ccccc2)cc1	23.6	-8.5	-2.8	-11.5	12.8	3.9	1.6	18.6	-2.7	-0.5	14.2
CCOc1ccc(OCC)c(NS(=O)(=O)c2cccc3nsnc23)c1	26.3	-1.9	-2.1	-1.3	10.3	15.1	0.6	5.6	-5.0	2.6	-5.3
Cn1c(=O)c(C(=O)NCc2ccc(Cl)cc2)c(O)c2ccccc21	15.7	-0.9	12.4	6.5	-0.1	-1.6	-1.1	6.9	-2.0	-0.3	3.6
O=C(CC1Nc2ccccc2NC1=O)Nc1ccccc1 (stereo unspecified)	-129.5	1.4	5.4	4.4	-26.9	-63.2	-2.5	16.6	nt	-0.5	5.0
CCCCC(CC(O)COCC(C)C)C(=O)NN (stereo unspecified)	17.0	-1.1	-1.7	5.4	4.3	-38.7	-5.2	8.7	-2.4	-0.3	-4.7
CSc1nnc(-c2ccc(S(=O)(=O)N3CCCCC3)cc2)o1	-27.2	-13.5	-2.8	6.6	-0.4	-8.1	0.7	-14.7	-3.2	-0.2	-9.3
Cc1cccc(-n2c(-c3csc4ccccc34)n[nH]c2=S)c1	-24.0	0.5	-9.0	4.7	-26.2	-0.3	1.5	-1.1	-3.3	-0.7	-16.5
O=C(O)c1ccccc1C=NN1CCCCCC1	-9.9	3.8	10.0	-6.9	6.4	-25.7	nt	0.1	-3.7	-1.2	8.7
Cc1[nH][nH]c(=O)c1C(c1c(C)[nH][nH]c1=O)c1cn(Cc2cccc3ccccc23)c2ccccc12	7.2	-1.1	-30.7	2.5	1.5	-27.7	9.2	36.1	-4.5	-1.8	23.4
CCOc1ccc(N(CC(=O)NN=C2CCN(C)CC2)S(C)(=O)=O)cc1	7.6	-2.3	-2.4	2.0	7.7	4.4	-4.8	-12.9	-3.4	-1.3	-2.9
O=C1NC(NS(=O)(=O)c2ccccc2)(C(F)(F)F)C(=O)N1c1ccc(F)cc1 (stereo unspecified)	7.8	1.7	-5.8	-4.6	9.3	-13.4	-1.4	7.9	-5.9	2.4	-0.3
COc1ccc(NC(=O)COc2ccc(C)c(C)c2)cc1S(=O)(=O)N1CCCCC1	-87.3	-1.9	-6.5	2.8	-6.8	1.6	2.4	-71.1	-4.6	0.8	-1.2
CN(Cc1ccc(Cl)cc1)C(=O)c1ccc2ccccc2n1	0.2	-3.3	0.9	4.9	-23.3	-6.5	2.4	3.2	-3.4	1.2	2.0
COC(=O)c1sccc1NC(=O)c1cc(-c2cccc(C)c2)nc2ccccc12	21.8	-4.9	4.2	6.2	13.6	11.7	-0.2	34.5	nt	-1.2	-3.5
